Bioassay records deposited in PubChem by Johns Hopkins Ion Channel Center.
TRPC6 activator: activates the mouse TRPC6 cation channel; 310,000 tested, 0.13% active; Q61143; B-score at 10 µM; HEK293-TRPC6 membrane potential dye fluorescence; stronger effect = higher value;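 active means B-score of the integrated fluorescence ratio above library mean plus 3 SD, and starting fluorescence ratio within library mean plus 5 SD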;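 further: higher score means more depolarization so channel activation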
RGS4 inh: human RGS4 inhibition; P49798; HEK293 M3R/RGS4 inducible, Fluo-4 calcium flux; stronger effect = higher value; triggered by carbachol at its EC20; B-score at 10 µM; 310,000 tested, 0.45% active; AID 463165;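 active means B-score, a plate-corrected calcium signal, over three deviations above library mean, with baseline fluorescence within five deviations of library mean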;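 further: RGS4 expression induced by doxycycline in cells with stable M3 receptor; B-score is computed from the integrated fluorescence ratio over baseline after carbachol; higher B-score means a larger calcium signal and so more RGS4 inhibition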
TRPC4 block: TRPC4 (mouse) channel inhibition | Q9QUQ5 | HEK293 TRPC4beta/mu-opioid, DAMGO-evoked Fluo4 calcium flux; stronger effect = lower value | B-score at 10 µM | 300,000 tested, 0.39% active;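 active means B-score over 3 SD under the library average, no early fluorescence shift, positive overall ratio signal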
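test system = HEK293 cells with stable TRPC4beta plus mu-opioid receptor expression | detection = Fluo4 Ca2+ flux fluorescence | read-out = integrated fluorescence ratio relative to baseline, converted to per-well B score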
ANO1 activ: mouse TMEM16A channel activation, primary screen | Q8BHY3 | AID 623877 | HEK293 TMEM16A/YFP-H148Q/I152L, iodide quench fluorescence; stronger effect = lower value | 340,000 tested, 0.3% active | B-score at 10 µM;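 active means fluorescence-ratio B-score plate-corrected deviation score at least 3 library SD below zero, with starting fluorescence score within 5 deviations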;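 further: channel opened by trigger with iodide after compound preincubation; score built on the fluorescence ratio of max minus min over baseline; more negative score means more quench and so TMEM16A activation or potentiation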
Target sequence (Q8BHY3 whole entry, looked up): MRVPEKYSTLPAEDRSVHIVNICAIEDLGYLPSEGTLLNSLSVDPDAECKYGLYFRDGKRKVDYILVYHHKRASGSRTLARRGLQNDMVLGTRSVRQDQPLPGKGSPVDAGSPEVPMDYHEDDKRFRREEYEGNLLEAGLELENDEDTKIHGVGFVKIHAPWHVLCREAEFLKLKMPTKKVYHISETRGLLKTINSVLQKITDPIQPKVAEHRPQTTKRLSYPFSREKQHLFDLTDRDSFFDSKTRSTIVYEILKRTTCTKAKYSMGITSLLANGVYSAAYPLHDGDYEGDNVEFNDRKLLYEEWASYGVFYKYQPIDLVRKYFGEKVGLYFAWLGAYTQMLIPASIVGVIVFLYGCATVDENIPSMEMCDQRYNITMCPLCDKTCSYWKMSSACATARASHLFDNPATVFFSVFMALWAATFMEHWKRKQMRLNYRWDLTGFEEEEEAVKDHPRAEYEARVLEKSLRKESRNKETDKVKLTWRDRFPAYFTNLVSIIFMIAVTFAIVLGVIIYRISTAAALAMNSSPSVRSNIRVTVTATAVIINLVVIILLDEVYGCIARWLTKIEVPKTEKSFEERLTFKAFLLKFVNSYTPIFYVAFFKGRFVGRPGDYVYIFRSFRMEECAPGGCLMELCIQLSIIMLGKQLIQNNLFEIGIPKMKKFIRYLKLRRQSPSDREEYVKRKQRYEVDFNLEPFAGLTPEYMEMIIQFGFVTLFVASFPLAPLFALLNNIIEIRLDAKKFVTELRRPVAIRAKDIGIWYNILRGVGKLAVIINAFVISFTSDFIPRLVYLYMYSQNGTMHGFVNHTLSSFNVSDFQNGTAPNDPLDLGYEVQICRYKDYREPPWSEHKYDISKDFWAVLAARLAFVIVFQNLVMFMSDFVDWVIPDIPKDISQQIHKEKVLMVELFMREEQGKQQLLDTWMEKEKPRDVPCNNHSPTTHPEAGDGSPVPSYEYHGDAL
TMEM16A inh: mouse TMEM16A channel inhibition, primary screen | Q8BHY3 | HEK293 TMEM16A/YFP iodide influx fluorescence, ionomycin | 310,000 tested, 1.2% active | normalized B-score (activity score, 25-100; higher = stronger inhibition) at 10 µM;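 active means ratio plate-corrected score three or more library SD toward inhibition, starting fluorescence score within five deviations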;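 further: score derived from kinetic fluorescence span divided by baseline fluorescence per well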
MrgX1 ag: activates human MrgX1 receptor signaling; Q96LB2; MrgX1-HEK293 cells, Fluo-4 calcium fluorescence, agonist mode; stronger effect = higher value; B-score at 10 µM; 310,000 tested, 0.44% active; AID 588627;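 active means calcium response B-score plate-corrected fluorescence ratio at least 3 library SD, with starting fluorescence B-score inside 5 SD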
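Material: HEK293 cells stably expressing human MrgX1 receptor | Quantity: 15,000 cells per well | Times: Cells plated overnight, dye loaded 0.5 h 37 °C, 0.5 h room temperature | Measured by: Kinetic Fluo-4 NW fluorescence of intracellular calcium | Control set: Positive and negative controls per plate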
TRPC4 PAM: TRPC4 (mouse) allosteric potentiation; Q9QUQ5; HEK293 TRPC4beta/mu-opioid, DAMGO EC20, Fluo-4 Ca2+ flux; stronger effect = higher value; B-score at 10 µM; 310,000 tested, 0.42% active; AID 2227;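 active means B-score of calcium response area above 5 SD of library B-scores, with initial fluorescence ratio within 5 SD of library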;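 further: B-score of integrated fluorescence ratio over time as area under calcium response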
MrgX1 antag: antagonists of human MrgX1 receptor; AID 588676; 310,000 tested, 1.3% active; MRGX1-HEK293 calcium flux, Fluo-4, BAM8-22 antagonism; stronger effect = lower value; B-score at 10 µM; Q96LB2;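 active means calcium-response B-score plate-corrected more than 3 library SD below zero, starting fluorescence within 5 deviations, no agonist response on first addition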;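 further: peak minus trough fluorescence over baseline after final BAM8-22 challenge near maximal dose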
TRPC6 inhibitor: blocks the mouse TRPC6 cation channel; Q61143; HEK293-TRPC6, membrane potential dye, ACh-evoked depolarization; stronger effect = lower value; B-score at 10 µM; 310,000 tested, 1.1% active;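 active means B-score under library mean minus 3 SD, initial fluorescence not abnormally high, positive integrated signal ratio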;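 further: B-score derived from integrated fluorescence ratio over the kinetic read; more negative B-score means stronger inhibition of depolarization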
MrgX1 PAM: human MrgX1 positive allosteric modulation, primary screen; Q96LB2; MrgX1-HEK293, Fluo-4 calcium flux, FDSS; stronger effect = higher value; B-score at 10 µM; 310,000 tested, 0.63% active;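 active means plate-corrected calcium response at least 3 library SD above typical, normal starting fluorescence, not activating the receptor alone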;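 further: compound read alongside a low EC10 to EC30 dose of BAM8-22 agonist; peak minus trough fluorescence over baseline measured at the second addition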
TRPC4 agonist: opens the mouse TRPC4 cation channel | 310,000 tested, 0.49% active | B-score at 10 µM | AID 2237 | Q9QUQ5 | HEK293 TRPC4beta/mu-opioid, Fluo4 calcium fluorescence; stronger effect = higher value;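 active means B-score above 5 SD of library B-scores, and initial fluorescence ratio not above library mean plus 5 SD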;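 further: positive B-score marks a calcium rise read as TRPC4 activation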
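Material: TRPC4beta and mu-opioid receptor HEK293 stable cells | Incubation: 45 min room-temperature Fluo4 loading, 110 s read | Detection: Kinetic Fluo4 calcium fluorescence | Measure: Integrated baseline-normalised fluorescence ratio, converted to per-well B score | Benchmarks: Low control buffer alone, high control maximal DAMGO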
* hit, by the source's call; i = inactive; / = not tested or not shown.

SMILES | TRPC6 activator | RGS4 inh | TRPC4 block | ANO1 activ | TMEM16A inh | MrgX1 ag | TRPC4 PAM | MrgX1 antag | TRPC6 inhibitor | MrgX1 PAM | TRPC4 agonist
CC1CCCN(c2ccc(C(=O)NCc3ccco3)cc2[N+](=O)[O-])C1 (configuration not stated) | i | i | i | i | i | i | i | -6.4* | i | i | i
O=C(Cn1nnc2ccccc2c1=O)N[C@@H](Cc1c[nH]c2ccccc12)C(=O)O | i | i | i | i | i | i | i | i | i | i | i
CCCCn1c(NS(=O)(=O)c2ccccc2)c(S(=O)(=O)c2ccc(C)cc2)c2nc3ccccc3nc21 | i | i | i | i | i | i | i | i | i | i | i
CCCCN1C(=O)C(=O)N(CC(=O)Nc2cc(S(=O)(=O)N(C)C)ccc2C)C1=O | i | i | i | i | i | i | i | i | i | i | i
COc1ccc(N2CC(C(=O)Nc3ccc4c(c3)OCO4)CC2=O)cc1 (configuration not stated) | i | i | i | i | i | i | i | i | i | i | i
CN(CCc1ccccn1)C(=O)CCNC(=O)Cn1cnc2ccccc2c1=O | i | i | i | i | i | i | i | i | i | i | i
Cc1cc(Cl)ccc1OCC(=O)Nc1ccc2oc(=O)ccc2c1 | i | i | i | i | i | i | i | i | i | i | i
CCCn1nnc2c(=O)oc3ccccc3c21 | i | i | i | i | i | i | i | i | i | i | i
CC1CCN(c2c(NCc3ccc(C(=O)N4CCN(C5CCCCC5)CC4)cc3)c(=O)c2=O)CC1 | i | i | i | i | i | i | i | i | i | i | i
CN(C)c1ccc(/C=N/N2CCN(Cc3ccccc3Cl)CC2)cc1 | i | i | i | i | i | i | i | i | i | i | i
COc1ccccc1-c1cc(-c2cc(Cl)ccc2O)n[nH]1 | i | i | i | i | i | i | i | i | i | i | i
CCOC(=O)C[C@H]1c2ccccc2S(=O)(=O)N1Cc1ccc(Cl)cc1 | i | i | i | i | i | i | i | i | i | i | i

Next part; it opens with the 2 that closed the last part.
SMILES | TRPC6 activator | RGS4 inh | TRPC4 block | ANO1 activ | TMEM16A inh | MrgX1 ag | TRPC4 PAM | MrgX1 antag | TRPC6 inhibitor | MrgX1 PAM | TRPC4 agonist
COc1ccccc1-c1cc(-c2cc(Cl)ccc2O)n[nH]1 | i | i | i | i | i | i | i | i | i | i | i
CCOC(=O)C[C@H]1c2ccccc2S(=O)(=O)N1Cc1ccc(Cl)cc1 | i | i | i | i | i | i | i | i | i | i | i
COc1ccccc1/C=N/NC(=O)c1ccc2c(c1)OCO2 | i | i | i | i | i | i | i | i | i | i | i
CCOc1ccc2c(c1)C(=NNC(=O)c1ccncc1)c1cc(OCC)ccc1-2 | i | i | i | i | i | i | i | i | i | i | i
Cc1cc(C)nc(SC(C(=O)O)c2ccccc2)n1 (configuration not stated) | i | i | i | i | i | i | i | i | i | i | i
COc1cccc(/C=C2\SC(=S)N(N3C(=O)CCCC3=O)C2=O)c1 | i | i | i | i | i | i | i | i | i | i | i
Cc1cc(=O)[nH]c(N/N=C/c2cc(C)n(-c3ccccc3)c2C)n1 | i | i | i | i | i | i | i | i | i | i | i
CC(C)OC(=O)Cn1cc(C#N)c2ccccc21 | i | i | i | i | i | i | i | i | i | i | i
COc1cccc(NC(=O)C2CCC(CNC(=O)[C@@H]3Cc4ccccc4CN3)CC2)c1 (some centres not stated) | i | i | i | i | i | i | i | i | i | i | i
O=C(c1ccccc1F)N1CCN(c2ccc([N+](=O)[O-])c3ncccc23)CC1 | i | i | i | i | i | i | i | i | i | i | i
Cc1nnc(SCC(=O)Nc2cc(S(=O)(=O)N3CCCC3)ccc2Cl)s1 | i | i | i | i | i | i | i | i | i | i | i
O=C(c1ccco1)N(Cc1ccco1)c1ccc(O)cc1 | i | i | i | i | i | i | i | i | i | i | i
Cc1ccc(-n2c(-c3cccs3)nc3nc4ccccc4nc32)cc1 | i | i | i | / | i | i | i | i | i | i | i
Cc1ccc(C(=O)CN2CCC(NC(=O)C3CCCCC3)CC2)cc1 | i | i | i | i | i | i | i | i | i | i | i
O=C(NC(NC(=S)Nc1cc(Cl)ccc1Cl)C(Cl)(Cl)Cl)c1ccco1 (configuration not stated) | i | i | i | i | i | i | i | -5.8* | i | i | i
COc1cccc(C(O)c2nc3ccccc3n2C(C)C)c1OC (configuration not stated) | i | i | i | i | i | i | i | i | i | i | i
COc1cccc(/C=N/NC(=O)c2cc(-c3cccn3C)n[nH]2)c1 | i | i | i | i | i | i | i | i | i | i | i
Cc1cc(NCC(c2ccccc2)c2ccccc2)n2ncnc2n1 | i | i | i | i | i | i | i | i | i | i | i
COc1ccc(OCC(=O)NNC(=O)c2cccc(O)c2)cc1 | i | i | i | i | i | i | i | i | i | i | i
Nc1nc(SCc2nc3scc(-c4cccs4)c3c(=O)[nH]2)n[nH]1 | i | i | i | i | i | i | i | i | i | i | i
Cn1c(=O)c2ccccc2n(CC(=O)NCCC2=CCCCC2)c1=O | i | i | i | i | i | i | i | i | i | i | i
C1CCCCCC2(CCCCC1)OCC(CN1CCOCC1)O2 (configuration not stated) | i | i | i | i | i | i | i | i | i | i | i
O=C(NCC(c1ccco1)N1CCc2ccccc2C1)c1ccccc1Br (configuration not stated) | i | i | i | i | i | i | i | i | i | i | i
Cc1ccc(S(=O)(=O)NCc2ccncc2)c(C)c1C | i | i | i | i | i | i | i | i | i | i | i
Cc1ccc(N2C(=O)N(CC(=O)Nc3cc(C)cc(C)c3)C(=O)C2C)cc1 (configuration not stated) | i | i | i | i | i | i | i | i | i | i | i
C[C@@]12CC(=O)NC1N(C(=O)c1cccc(C(F)(F)F)c1)C(c1ccccc1OC(=O)c1cccc(C(F)(F)F)c1)C2 (some centres not stated) | i | i | i | i | i | i | i | i | i | i | i
Cc1onc(-c2c(F)cccc2Cl)c1C(=O)NC(=S)NC1CCS(=O)(=O)C1 (configuration not stated) | i | i | i | i | i | i | i | i | i | i | i
Cc1cc([N+](=O)[O-])nn1CC(=O)NNC(=S)Nc1ccc(Cl)cc1 | i | i | i | i | i | i | i | i | i | i | i
CCC1COCCS(=O)(=O)N1Cc1ccccc1F (configuration not stated) | i | i | i | i | i | i | i | i | i | i | i
CC1CCN(S(=O)(=O)c2ccc(C(=O)OC(C)C(=O)N(C)C3CCCCC3)cc2)CC1 (configuration not stated) | i | i | i | i | i | i | i | i | i | i | i
CCN1C(=O)C2(C(C(=O)c3cc4ccccc4o3)=C(O)C(=O)N2CCCN2CCOCC2)c2ccccc21 (configuration not stated) | i | i | i | i | i | i | i | i | i | i | i
CCOC(=O)C1=C(c2ccccc2)Nc2ncnn2C1c1ccc(C(=O)O)cc1 (configuration not stated) | i | i | i | i | i | i | i | i | i | i | i
Cc1ccsc1/C=N/NC(=O)CN1CCN(Cc2ccccc2)CC1 | i | i | i | i | i | i | i | i | i | i | i
COc1ccc(NC(=O)c2nnn(Cc3cccc(F)c3)c2N)c(OC)c1 | i | i | i | i | i | i | i | i | i | i | i
CC(C)CN1CCN(Cc2cccc3nccnc23)CC1CCO (configuration not stated) | i | i | i | i | i | i | i | i | i | i | i
CC(C)OCCCNC(=O)c1ccc(NC(=O)C2CCCO2)cc1 (configuration not stated) | i | i | i | i | i | i | i | i | i | i | i
CN(c1ccccc1)S(=O)(=O)c1cccc(NC(=O)CCN2C(=O)C3CCCCC3C2=O)c1 (configuration not stated) | i | i | i | i | i | i | i | i | i | i | i
Cc1ccc(-c2csc(/C(C#N)=C(\O)CN3CCN(C(=O)c4ccco4)CC3)n2)cc1 | i | i | i | i | i | i | i | i | i | i | i
Cc1cc(C)c(C#N)c(Oc2ccc(F)cc2)n1 | i | i | i | i | i | i | i | i | i | i | i
COc1ccc(CSc2nc3ccccc3c(=O)[nH]2)cc1F | i | i | i | i | i | i | i | i | i | i | i
CCCCN(CC)C(=O)Cn1cnc2sc(C)c(S(=O)(=O)N3CCC(C)CC3)c2c1=O | i | i | i | i | i | i | i | i | i | i | i
CN(C)c1nc(Oc2ccc(=O)n(-c3ccccc3)n2)nc(N2CCOCC2)n1 | i | i | i | i | i | i | i | i | i | i | i
CCc1nc(SCC(=O)Nc2cc(C)on2)c2c(=O)n(C)c(=O)n(C)c2n1 | i | i | i | i | i | i | i | i | i | i | i
COc1ccc(C)cc1S(=O)(=O)n1cnc(C)c1 | i | i | i | i | i | i | i | i | i | i | i
COc1cc2c(cc1OC)CC(C(=O)NCc1ccccc1)NC2 (configuration not stated) | i | i | i | i | i | i | i | i | i | i | i
COc1cc(CNCCc2ccc(S(N)(=O)=O)cc2)ccc1OCC(=O)NC1CCCCC1 | 12* | i | i | i | i | i | i | i | -12* | i | 47*
N/C(=N\N=C\c1ccc2c(c1)OCO2)SC1CC(=O)N(c2ccc(C(=O)O)cc2)C1=O (configuration not stated) | i | i | i | i | i | i | i | i | i | i | i
COC(=O)Cc1sc(-c2ccccn2)nc1-c1ccccc1 | i | i | i | i | i | i | i | i | -5.7* | i | i
COC(=O)c1ccc(N(CC(=O)NC2CCCC2)C(=O)CNC(=O)c2ccco2)cc1 | i | i | i | i | i | i | i | i | i | i | i
COc1ccc(OC)c(NC(=O)CCS(=O)(=O)c2cc3c(cc2C)NC(=O)CO3)c1 | i | i | i | i | i | i | i | i | i | i | i
O=C(CCCN1C(=O)/C(=C\c2cccs2)SC1=S)Nc1cc([N+](=O)[O-])ccc1O | i | i | i | i | i | i | i | i | i | i | i
CCOc1ccc2[nH]c(=O)c(CN(Cc3ccco3)Cc3nnnn3Cc3ccccc3)cc2c1 | i | i | i | i | i | i | i | i | i | i | i
Cc1ccccc1NC(=O)NC1(C(=O)N2CCC(O)CC2)CCCCC1 | i | i | i | i | i | i | i | i | i | i | i
CN1CCC(=NNc2ncnc3sc4c(c23)CCCC4)CC1 | i | i | i | i | i | i | i | i | i | i | i
Cc1ccc(S(=O)(=O)c2c(C)cc(C)nc2Cl)cc1 | i | i | i | i | i | i | i | i | i | i | i
